From PubChem BioAssay
KDM5B inhibitor = KDM5B demethylase inhibition | Q9UGL1 | KDM5B demethylase, FDH-coupled NADH fluorescence (FDH is formaldehyde dehydrogenase) | Potency, µM (highest dose often 57.7 µM), for the others: top-dose activity change, negative = inhibition, most hits filed as inhibitors | 220,000 compounds, 2.6% hits; active = well fitted inhibition curve with a large enough effect; inconclusive = small, poorly fitted or top-dose-only effect; inactive = no such curve, though single readings can be large or run the other way; note: 0% is about no effect; nearly all actives have a fitted effect of over 70% in size
Target sequence (Q9UGL1 whole entry, looked up): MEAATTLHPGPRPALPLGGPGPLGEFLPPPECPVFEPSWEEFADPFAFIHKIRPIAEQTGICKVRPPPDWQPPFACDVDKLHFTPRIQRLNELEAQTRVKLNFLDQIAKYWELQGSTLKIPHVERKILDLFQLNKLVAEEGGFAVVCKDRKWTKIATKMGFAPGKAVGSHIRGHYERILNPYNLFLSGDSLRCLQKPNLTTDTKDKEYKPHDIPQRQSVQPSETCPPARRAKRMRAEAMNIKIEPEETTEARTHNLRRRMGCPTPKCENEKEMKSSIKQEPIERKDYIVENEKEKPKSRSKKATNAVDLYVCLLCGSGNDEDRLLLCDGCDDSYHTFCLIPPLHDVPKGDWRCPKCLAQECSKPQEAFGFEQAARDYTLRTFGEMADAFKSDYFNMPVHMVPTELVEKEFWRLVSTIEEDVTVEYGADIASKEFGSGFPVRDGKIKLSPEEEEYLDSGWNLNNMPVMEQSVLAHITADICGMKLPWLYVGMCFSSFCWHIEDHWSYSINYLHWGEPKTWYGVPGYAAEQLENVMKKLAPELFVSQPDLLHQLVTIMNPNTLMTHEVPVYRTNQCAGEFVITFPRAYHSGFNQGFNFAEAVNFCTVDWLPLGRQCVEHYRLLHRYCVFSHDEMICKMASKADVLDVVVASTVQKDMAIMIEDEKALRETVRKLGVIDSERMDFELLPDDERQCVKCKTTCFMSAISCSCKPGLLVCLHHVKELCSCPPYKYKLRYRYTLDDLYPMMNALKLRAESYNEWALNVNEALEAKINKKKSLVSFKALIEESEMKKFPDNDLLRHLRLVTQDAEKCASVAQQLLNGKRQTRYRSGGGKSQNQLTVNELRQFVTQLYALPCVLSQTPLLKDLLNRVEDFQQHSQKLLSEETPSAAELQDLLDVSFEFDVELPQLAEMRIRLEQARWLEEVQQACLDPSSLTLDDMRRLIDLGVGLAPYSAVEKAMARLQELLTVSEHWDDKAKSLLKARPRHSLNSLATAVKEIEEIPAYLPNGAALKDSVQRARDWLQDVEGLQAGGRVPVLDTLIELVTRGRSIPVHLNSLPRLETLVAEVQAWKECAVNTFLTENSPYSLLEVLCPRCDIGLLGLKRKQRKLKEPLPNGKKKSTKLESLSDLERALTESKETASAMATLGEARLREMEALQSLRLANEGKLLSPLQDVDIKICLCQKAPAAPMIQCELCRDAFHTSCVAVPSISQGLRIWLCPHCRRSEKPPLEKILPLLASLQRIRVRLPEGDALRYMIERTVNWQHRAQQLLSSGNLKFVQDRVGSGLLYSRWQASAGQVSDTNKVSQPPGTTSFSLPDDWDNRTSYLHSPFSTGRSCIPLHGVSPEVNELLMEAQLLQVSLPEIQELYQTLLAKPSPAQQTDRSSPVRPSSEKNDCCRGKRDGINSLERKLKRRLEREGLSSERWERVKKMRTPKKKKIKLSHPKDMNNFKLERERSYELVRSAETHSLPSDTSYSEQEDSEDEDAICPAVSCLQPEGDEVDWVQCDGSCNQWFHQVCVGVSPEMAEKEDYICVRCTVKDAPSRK
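qHTS format, multiple compound concentrations. Buffer 50 mM HEPES pH 7.5/0.01% Tween-20; 200 nM KDM5BΔAP final; 10 min compound preincubation; substrate-mix levels 12.5 µM peptide, 25 µM α-KG, 0.25 mM NAD⁺; 30 min RT; ΔRFU.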
* = called active by the depositor; ? = inconclusive; [ ] = another dose, or the depositor's remark. Potency is the fitted concentration of half-maximal effect. A portion of the library. The share of hits here may be higher or lower than overall.

cpd	Compound	KDM5B inhibitor
1	COc1ccccc1CNS(=O)(=O)c1cc(-c2cc(C)no2)ccc1C	-29.6%
2	COCc1cc(C)nc2sc3c(c12)NCN(c1ccccc1C)C3=O	4.2%
3	COc1ccc(C(=O)NCC23CCC=C2N(CC2CC2)C(=O)CC3)cc1OC (stereo not given)	-17.3%
4	O=C(O)C[C@@H]1CCN(C(=O)c2cccs2)C[C@@H]1CCN1C[C@@H]2C[C@H](C1)c1cccc(=O)n1C2	?
5	O=C(CCc1ccco1)Nc1ccc(N2CCCC2)cn1	?
6	Cc1ccc(-c2nccn3cc(C(=O)O)nc23)cc1	?
7	COc1cccc(NC(=O)C2CCCN(S(C)(=O)=O)CCC(=O)NCC2)c1 (stereo not given)	-7.2%
8	Cc1cc(-n2nnnc2N2CCN(C(=O)Nc3ccc(C)c(F)c3)CC2)ccc1F	-7.3%[115 µM]
9	CC(C)C(=O)OCc1cc(=O)n2nc(C3CC3)sc2n1	-23.3%
10	N#CC1=C(N)Oc2c(ccc3cccnc23)C1c1ccccc1 (stereo not given)	-17.9%
11	COc1ccc(-c2ccc(CN)cc2)cc1	-20.0%[149 µM]
12	Cc1ccc(Cc2nc3ccccc3nc2SCC(=O)N2CCC(C)CC2)cc1	?
13	Cc1cc(C(F)(F)F)nn1CC(=O)N1CCCC1c1nc(CCOCC2CC2)no1 (stereo not given)	20.8%
14	Cc1ccc(N(Cc2cccs2)C(=O)c2ccccc2Cl)cc1	-12.8%
15	Cc1cccc(NC(=O)Cc2nn(C)c(=O)c3ccccc23)c1C	14.3%
16	CCc1cccc2c1Sc1ccccc1CC2N1CCNCC1 (stereo not given)	-12.7%
17	CCOc1ccc2[nH]c3nc(SCC(=O)NC4CC4)nnc3c2c1	30.2%
18	O=C(c1ccoc1)N1CCC(Nc2cccn3ncnc23)CC1	12.6µM*
19	COc1ccc(C(=O)Nc2cccc(NC(C)=O)c2)cc1Br	16.0%
20	Cn1c(=O)n(C)c2cc(SC3CCCCC3)c(NS(=O)(=O)c3cccc(Cl)c3)cc21	4.5%
21	O=C(Cn1cncn1)N1CC[C@@H]2[C@@H](CCC(=O)N2CCCCO)C1	14.6%
22	CSc1nc(-c2ccc(Cl)cc2)c(C#N)c(N2CCN(C)CC2)n1	12.0%
23	O=C(NC1CCN(c2cc(-c3cccs3)[nH]n2)C1)c1cccc(OC(F)(F)F)c1 (stereo not given)	5.01µM*
24	Cc1cccc2[nH]c(C(=O)OCC(=O)Nc3ccccc3)cc12	-5.9%
25	COC(=O)c1ccc(NC(=O)CCn2cnnn2)cc1	15.9%
26	CCC1CN(C(=O)N2CCC(C(=O)NCCOC)CC2)c2ccccc2O1 (stereo not given)	-9.5%
27	CCC1CN(S(=O)(=O)c2ccc3c(c2)NC(=O)CC(=O)N3)c2cc(Cl)ccc2O1 (stereo not given)	-0.2%
28	COCCN1C(=O)CCC2(C(=O)NCCc3c[nH]c4ccccc34)CCCC=C12 (stereo not given)	-10.6%
29	CCOc1ccc(CCNC(=O)CCc2c(C)nc3c4c(C)cc(C)nc4nn3c2C)cc1	?
30	Cc1nn(C)c2c1c(-c1ccccc1)cc(=O)n2CC(=O)Nc1ccccc1C(F)(F)F	-19.2%
31	CCCCc1cc(=O)oc2c(C)c(OC(C)C(=O)NCc3cccnc3)ccc12 (stereo not given)	?
32	Cc1ccc2nc(C(=O)N3CCCC3c3cc(C(C)C)on3)cn2c1 (stereo not given)	?

Screen by screen, quoted from above.
Nos. 27–32 in KDM5B inhibitor: -0.2%, -10.6%, ?, -19.2%, ?, ?

Quoted at random: five entries already listed
cpd	Compound	KDM5B inhibitor
28	COCCN1C(=O)CCC2(C(=O)NCCc3c[nH]c4ccccc34)CCCC=C12 (stereo not given)	-10.6%
26	CCC1CN(C(=O)N2CCC(C(=O)NCCOC)CC2)c2ccccc2O1 (stereo not given)	-9.5%
30	Cc1nn(C)c2c1c(-c1ccccc1)cc(=O)n2CC(=O)Nc1ccccc1C(F)(F)F	-19.2%
27	CCC1CN(S(=O)(=O)c2ccc3c(c2)NC(=O)CC(=O)N3)c2cc(Cl)ccc2O1 (stereo not given)	-0.2%
31	CCCCc1cc(=O)oc2c(C)c(OC(C)C(=O)NCc3cccnc3)ccc12 (stereo not given)	?

(listing goes on)
cpd	Compound	KDM5B inhibitor
33	CCOC(=O)c1[nH]c(C)c(CCC(=O)N2CCN(c3ccc(OC)cc3)CC2)c1C	-11.3%
34	CC1CCC2(CC1)NC(=O)N(CC(=O)NCCC1=CCCCC1)C2=O (stereo not given)	-6.9%
35	Nc1ccc(OC2CCCC2)c(Cl)c1	-2.7%
36	Cc1cnc(CC2CCN(C(=O)C3CCC3)C2)n1Cc1ccccc1 (stereo not given)	12.0%
37	O=C(CNC(=O)c1ccccc1F)OCc1cc(=O)n2nc(C3CC3)sc2n1	-16.1%
38	CCOCC(=O)N1C[C@@H]2CCCN3CCC[C@@H]([C@H]23)[C@H]1CCCC(=O)Nc1ccccc1	-3.9%
39	COc1ccc(OC)c(NC(=O)CSc2nc(-c3ccccc3)nc3c2COC(C)(C)C3)c1	6.1%
40	CSc1ncc(CN2CCCCC2C(=O)Nc2ccc(Oc3ccccc3)nc2)cn1 (stereo not given)	-7.9%
41	COCCCNc1nc(NCc2ccccc2OC)c2cnn(C)c2n1	?
42	Cc1noc(C)c1C(=O)N1Cc2ccccc2OC2(CCN(C(=O)N(C)C)CC2)C1	20.8%[115 µM]
43	Cn1cnc(C(=O)N[C@H]2CCOC[C@H]2C2CCOCC2)c1	6.1%
44	N#Cc1nc(/C=C/c2ccccc2)oc1N1CCN(c2ccccc2)CC1	?
45	O=c1[nH]c(N2CCOCC2)nc2c1CCN(S(=O)(=O)c1ccc3c(c1)CCC3)CC2	-15.3%
46	O=C(NCc1c[nH]c2ncccc12)c1ccc2ccccc2n1	-20.7%[86.2 µM]
47	O=C(Nc1nc2ccccc2s1)C1CCN(S(=O)(=O)c2cc([N+](=O)[O-])ccc2Cl)CC1	-2.5%
48	CC(C)Cc1nnc(NC(=O)c2ccc3ccn(C)c3c2)s1	?

Next part (4 carried over from the part before).
cpd	Compound	KDM5B inhibitor
45	O=c1[nH]c(N2CCOCC2)nc2c1CCN(S(=O)(=O)c1ccc3c(c1)CCC3)CC2	-15.3%
46	O=C(NCc1c[nH]c2ncccc12)c1ccc2ccccc2n1	-20.7%[86.2 µM]
47	O=C(Nc1nc2ccccc2s1)C1CCN(S(=O)(=O)c2cc([N+](=O)[O-])ccc2Cl)CC1	-2.5%
48	CC(C)Cc1nnc(NC(=O)c2ccc3ccn(C)c3c2)s1	?
49	COCCOC1CCOC2(CCN(C(=O)CCc3ccc(OC)cc3)CC2)C1 (stereo not given)	-32.9%
50	COc1ccc(Cl)cc1NC(=O)c1sc(-n2nc(C)c(Cc3ccccc3)c2C)nc1C	-13.4%
51	Cc1nn2c(c1-c1ccccc1[S+](C)(=O)[O-])N(CCCc1ccccc1)CCC2	25.1µM*
52	COc1ccc(CN2CCn3nc(CCC(=O)O)cc3C2)cc1O	-27.4%
53	CCN1C(=O)C2CC3(CCN(S(C)(=O)=O)CC3)CN2C1=O (stereo not given)	22.6%
54	CNc1c(NC(=O)NCc2ccccc2)c(=O)oc2ccccc12	11.9%
55	O=[N+]([O-])c1ccc(Nc2ccccc2Cl)c2nonc12	-19.1%
56	Nc1c(C(=O)Nc2ccccc2)nnn1-c1ccc2c(c1)OCCO2	-8.7%
57	CCN(CC)C(=O)COC(=O)C1=NN(c2cc(C)ccc2C)C(=O)CC1	8.8%
58	COc1ccccc1/C=N\Nc1ccccc1[N+](=O)[O-]	-11.5%
59	CCOCCCNC(=O)C(NC(=O)C1CCC(C)CC1)C(C)CC (stereo not given)	-8.8%
60	CC(NC(=O)c1cccc(S(=O)(=O)Nc2ccc3c(c2)OCO3)c1)c1ccc2c(c1)OCCO2 (stereo not given)	2.9%
61	CN1C[C@H](NCc2nccn2C)CCC[C@@H](C(=O)NC2CC2)CC1=O	-13.5%[86.2 µM]
62	CC(=O)N1CCC(C2CCN(S(=O)(=O)c3ccc(C)c(Cl)c3)C2)CC1 (stereo not given)	22.7%
63	O=C(CCCn1c2ccccc2c(=O)c2ccccc21)Nc1cccc(Cl)c1	?
64	O=C1CCN(C(=O)C2COc3ccccc3O2)CCCOCCN1 (stereo not given)	-2.0%
65	CCCN(CCC)C(=O)Cn1cnc2c1c(=O)n(C)c(=O)n2C	9.6%
66	CCC(Sc1nnc2c(n1)[nH]c1ccccc12)C(=O)Nc1nnc(C(C)C)s1 (stereo not given)	-5.3%
67	O=C(C1CCC1)N1CCC(c2noc(-c3ccncc3)n2)C1 (stereo not given)	-12.9%
68	CNc1c(NC(=O)Nc2ccccc2Cl)c(=O)oc2ccccc12	-12.9%
69	CCc1cccc(NC(=O)CN2C(=O)NC(c3ccc(C)cc3)C3=C2COC3=O)c1 (stereo not given)	12.0%
70	COc1cccc(-c2nc(-c3nnn4c3COC(c3ccc(Cl)cc3)C4)no2)c1OC (stereo not given)	25.1µM*
71	CCn1nc(C)c(CCNC(=O)c2cccc(C3CCNC3)c2)c1C (stereo not given)	?
72	CN1CCCN(S(=O)(=O)c2ccc(C(F)(F)F)cc2)c2ccccc21	14.1µM*
73	CS(=O)(=O)N1CCC(CC(=O)N2CCOCC2)C1 (stereo not given)	2.3%
74	CNC(=O)CN(C)C(=O)c1ccc(N2CCNCC2)c(NS(=O)(=O)c2ccc(C)c(C)c2)c1	3.7%
75	COc1cccc(CN2CC(C(=O)NCc3cnn(C)c3)CCC2=O)c1 (stereo not given)	5.0%
76	CCS(=O)(=O)c1ccc(C(=O)N2CCN(c3nc4c(OC)ccc(C)c4s3)CC2)cc1	-0.1%
77	COCCNC(=O)CS(=O)(=O)Cc1nc(-c2cccc(OC)c2)oc1C	-4.1%
78	O=C(c1ccccc1)N1CCC(N2Cc3ccccc3C2=O)CC1	5.3%[149 µM]
79	Cc1ccc(NC(=O)C2(Cc3ccccc3)CCCCC(=O)N2)cc1 (stereo not given)	-32.7%
80	Oc1cccc(-c2cc(-c3ccncc3)c3cncn3c2)c1	-12.9%[115 µM]
81	O=C(NCCCN(C(=O)c1cccnc1)C1CCCCC1)c1nc2ccccc2c(=O)[nH]1	-0.9%
82	O=S(=O)(/C=C/c1ccccc1)Nc1ccc(Sc2nncs2)cc1	-17.1%
83	CN(Cc1ccccc1C(F)(F)F)Cc1ccccc1C(F)(F)F	16.0%
84	N#Cc1nc(COc2ccc(Br)cc2)oc1NCc1cccnc1	?
85	CN(C(=O)C1CCCN(c2ncnc3c2nc2n3CCCCC2)C1)c1ccccc1F (stereo not given)	?
86	COc1ccc(OC)c(CNC(=O)C2(c3ccc(NC(C)=O)cc3)CCCCC2)c1	-5.0%
87	CC(C)CCN1CCC(N(C(=O)NCCc2ccccc2)C2CCOCC2)CC1	26.3%
88	CN(CCn1ccnc1)C(C(=O)O)c1cnn(Cc2ccccc2)c1 (stereo not given)	-13.1%
89	CN(C(=O)c1ccc(C(=O)N(C)c2ccccc2)cc1)c1ccccc1	12.6%
90	COC(=O)c1[nH]c2cc(Cl)ccc2c1C=O	14.3%
91	Cn1c([C@H]2CCN(Cc3cccc(C#N)c3)C2)nc2ccccc21	-28.8%[86.2 µM]
92	O=C(NCCCN1CCOCC1)C1CCN(C(=O)N2CC3CC(C2)[C@H]2CCCC(=O)N2C3)CC1 (stereo not given in full)	-0.3%
93	Cc1ccc(C)c(NC(=O)CSc2nc(-c3ccccc3Cl)nc3c2Cc2c(CO)cnc(C)c2O3)c1	-11.7%
94	O=C(NCc1cccnc1)c1cc(-c2ccccc2F)cc2c1OCCN2Cc1cccnc1	28.2µM*
95	Cn1c(=O)n(C)c2cc(S(=O)(=O)Nc3ccccc3C(=O)O)ccc21	17.7%
96	CC(NC(=O)CC1CCCC1)c1ccccc1F (stereo not given)	16.3%
97	COc1cccc(Oc2cnc(N)nc2-c2ccc(OCc3ccccc3)cc2O)c1	-17.7%
98	CCOc1ccccc1NC(=O)Cn1c(=O)n(Cc2ccco2)c(=O)c2sc3ccccc3c21	?
99	CCC(C(=O)Nc1cc(OC)ccc1OC)n1nnc(C(=O)OC)c1C(=O)OC (stereo not given)	-8.2%
100	COc1cc(OC)cc(N(C(=O)c2ccco2)C(C(=O)NC2CCCC2)c2ccc(N3CCOCC3)cc2)c1 (stereo not given)	0.0%
101	O=[n+]1cc(-c2ccccc2)n([O-])c2ccccc21	?
102	CN(CC(=O)O)c1ncc(CN2CCCC(c3cccc(C(=O)O)c3)C2)cn1 (stereo not given)	-22.1%
103	COc1ccccc1CNC(=O)CN1C(=O)CCc2cc(S(=O)(=O)N3CCOCC3)ccc21	7.8%
104	Cc1cc2nc3n(c(=O)c2n1CC(=O)Nc1ccccc1F)CCCCC3	14.2%

Remaining list, next part
cpd	Compound	KDM5B inhibitor
105	Cc1cc(C(=O)N2CCCn3ccnc3C2c2cnn(C)c2)c(C)o1 (stereo not given)	-7.7%
106	COc1ccc(C(=O)CN2C(=O)NC3(CCCCCC3)C2=O)cc1	-11.5%
107	CN(C)c1ccc(C(=O)N2CC[C@@H](CC(=O)O)[C@@H](CCN3CCCCC3)C2)cc1	9.3%[86.2 µM]
108	O=C([C@@H]1CCCN1C1CCNCC1)N1CCN(Cc2cccnc2)CC1	?
109	Cc1ccc2oc(C(=O)NCC(c3cccs3)N3CCCCCC3)cc(=O)c2c1 (stereo not given)	-8.7%
110	CC(C)=CCC[C@@]1(C(=O)O)[C@H]2CC=C(CO)[C@@H]1CC/C(C)=C/CC/C(C)=C/C2	?
111	COc1ccc(/C=N/N2CCOCC2)cc1Cn1nc(C)c([N+](=O)[O-])c1C	27.1%
112	COCCN1CCC(N2CCN(S(=O)(=O)c3ccc(F)cc3F)CC2)C1=O (stereo not given)	-7.2%
113	Cc1noc([C@@H](C)NCc2cccc(Cl)c2)c1C(=O)O	?
